Bioassay records: PubChem BioAssay, National Center for Advancing Translational Sciences (NCATS)
GLP-1R inv ag: inverse agonists of human GLP-1 receptor | HEK293 GLP-1R CRE-luciferase, luminescence, 24 h; GLP-1R form is constitutively active | Potency, µM (highest dose often 38.3 µM), without a hit: at the highest dose activity change, negative = inhibition, most hits filed as inhibitors | 1.6% of 410,000 active | AID 624417 | P43220; note: potency is the fitted concentration of half-maximal effect; % is set by controls: 0 for no effect and ±100 for the full control effect; nearly all actives have a fitted effect of over 55% in size
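Inverse agonists were sought by their lowering of basal cAMP reporter luciferase output in HEK293 cells stably carrying constitutively active human GLP-1R, after 24 h compound treatment.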
GLP1R cytotox: cytotoxic in the GLP-1 receptor inverse agonist counter-screen | Potency, µM (titrated, usually from 38.3 µM), for the others: top-dose activity change, negative = inhibition, usual class: inhibitors | HEK293 cAMP-luciferase reporter cells, luminescence, 24 h | 0.13% of 410,000 active;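 note: loss of luciferase light is scored as toxicity; potency is the fitted concentration of half-maximal effect; % is set by controls: 0 for no effect and ±100 for the full control effect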
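1536-well qHTS counterscreen of the MLSMR; 200 cells/uL, 12 h pre-incubation, 23 nL cpd, 24 h at 37 deg C 5% CO2, luciferase detection reagent, 12 min RT, luminescence. Inhibition = undesired.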
TDP43 rescue: inhibitors of TDP-43 toxicity in yeast. TDP-43 expressing yeast growth rescue, BacTiter-Glo, 24 h. Potency, µM (highest dose often 46.1 µM), inactives show at the highest dose growth rescue (activation), actives largely listed as activators. 1.8% of 410,000 active. AID 652104; note: potency is the fitted concentration of half-maximal effect; % of control where 0% means no effect; nearly all actives have a fitted effect of over 50% in size
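Yeast expressing TDP-43 (pregrown in raffinose, seeded at OD600=0.02 in galactose medium) exposed to compounds 24 hr at 30 deg C. Growth read by BacTiter-Glo luminescence; rescue of toxicity appears as increased signal.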
FUS yeast rescue: FUS proteinopathy suppression in yeast | S. cerevisiae FUS-expressing, growth rescue, OD600, 24 h | Potency, µM (top dose mostly 76.6 µM), for the others: at the highest dose growth rescue (activation), hits mostly activators | 0.24% of 390,000 active | AID 1347120;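 note: potency is the fitted concentration of half-maximal effect; plate controls were DMSO vehicle for no effect and reference control for full effect; nearly all actives have a fitted effect of over 55% in size; some results filed as inactive show a strong effect at the top dose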
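S. cerevisiae expressing FUS from galactose induction served as the toxicity model. Growth after 24hr at 30C, read as absorbance at 600 nm, indicates suppression of toxicity; compounds dosed at several concentrations.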
MmCpn inh: inhibitors of Methanococcus maripaludis chaperonin (MmCpn) | purified Mm-Cpn ATPase, ADP Transcreener TR-FRET | Potency, µM (top dose mostly 76.9 µM), for the others: at the highest dose activity, negative = inhibition, most hits filed as inhibitors | 0.031% of 330,000 active; note: potency is the fitted concentration of half-maximal effect; % is set by controls: 0 for no effect and ±100 for the full control effect; nearly all actives have a fitted effect of over 80% in size
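TR-FRET (320 nm excitation; 590 and 665 nm emission) reports ADP made from 10 uM ATP by 25 nM enzyme; compounds were preincubated 10 min, reaction run 30 min, both at 37°C.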
aSyn rescue: alpha-synuclein toxicity inhibition in yeast. Potency, µM (doses to about 46.1 µM), for inactives: top-dose growth rescue (activation), hits mostly activators. AID 652106. Yeast expressing alpha-synuclein, growth rescue, BacTiter-Glo, 24 h. 0.14% of 370,000 active; note: potency is the fitted concentration of half-maximal effect; % of control where 0% means no effect; nearly all actives have a fitted effect of over 65% in size
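Readout is rescue of growth in alpha-synuclein-expressing yeast, so inhibitors of toxicity appear as activators. Growth after 24 hr at 30 deg C in galactose medium is quantified by luminescence.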
PTHR1 agonist: agonists of human PTHR1 parathyroid hormone receptor; Q03431; HEK293 GP2 PTHR1 cells, GloSensor cAMP luminescence, 1 h; Potency, µM (top dose mostly 115 µM), for inactives: at the top dose activation, most hits filed as activators; 0.075% of 410,000 active; AID 743266; note: potency is the fitted concentration of half-maximal effect; nearly all actives have a fitted effect of over 55% in size; some results filed as inactive show a strong effect at the top dose; inactives centre near -15; many of its hits are not listed in these tables
Target sequence (Q03431 whole entry, looked up): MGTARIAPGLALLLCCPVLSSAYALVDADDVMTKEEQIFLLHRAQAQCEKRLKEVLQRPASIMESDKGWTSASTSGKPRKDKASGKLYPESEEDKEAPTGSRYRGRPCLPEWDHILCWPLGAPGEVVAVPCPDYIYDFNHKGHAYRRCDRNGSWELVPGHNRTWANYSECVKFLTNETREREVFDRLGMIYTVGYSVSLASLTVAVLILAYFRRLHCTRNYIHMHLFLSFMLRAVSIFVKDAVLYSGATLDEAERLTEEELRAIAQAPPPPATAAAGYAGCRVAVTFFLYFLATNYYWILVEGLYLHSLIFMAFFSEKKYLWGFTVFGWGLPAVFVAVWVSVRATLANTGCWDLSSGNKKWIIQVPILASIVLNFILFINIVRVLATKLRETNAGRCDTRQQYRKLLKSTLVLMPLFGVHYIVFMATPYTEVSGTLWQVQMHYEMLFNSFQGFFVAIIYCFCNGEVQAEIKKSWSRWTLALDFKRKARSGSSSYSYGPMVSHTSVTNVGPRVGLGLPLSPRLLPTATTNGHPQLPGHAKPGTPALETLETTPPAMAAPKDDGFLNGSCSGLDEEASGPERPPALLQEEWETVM
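HEK-293-derived GP2 cells expressing PTHR1 and a GloSensor cAMP reporter, 3,000/well, plated overnight, given luciferin plus IBMX (each 0.5 mM as added) for 1 h at 37 °C, then compound for 1 h at 37 °C. Luminescence was read after 15 min at room temperature.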
Abeta rescue: restores growth of yeast expressing A-beta42 peptide. yeast expressing A-beta42, growth rescue, OD600, 48 h; response scale: 0% DMSO, 100% iron-clioquinol control. Potency, µM (titrated, usually from 46.1 µM), for inactives: at the top dose growth rescue, most hits filed as activators. 0.063% of 410,000 active; note: potency is the fitted concentration of half-maximal effect; nearly all actives have a fitted effect of over 55% in size
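Yeast growth medium received pinned compounds, then yeast cells expressing toxic A-beta were added; plates incubated at 30 C for 48 hr. Growth read as absorbance at 600 nm, normalized to DMSO and equimolar FeCl3 plus clioquinol controls.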
pAkt inh: Akt phosphorylation inhibition | Neuro2A IGF-stimulated pAkt S473 HTRF, 20 min; active compounds read low | activity change, % for hits at 50 µM | 0.32% of 360,000 active; in the data active = activity change below about -80%; inconclusive = mostly about -51% to -80%; note: % is set by controls: 0 for no effect and ±100 for the full control effect
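Neuro2A cells (4,500/well, DMEM with 0.5% FBS) were treated with compound at a single 50 µM final concentration, stimulated with 6 nM IGF for 20 min at 37 °C, and lysed. Phospho-Akt Ser473 was read by HTRF as 665/615 ratio ×10^4.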
Numbers without * were called inactive; i = inactive; ? = inconclusive; . = no result given; & = joins results of further samples; [ ] = remark or other dose. Unless noted, calls come from the whole dose curve; as a rule, active = well fitted curve in the direction sought with a large enough effect; inconclusive = small, poorly fitted or top-dose-only effect, or another doubt; inactive = no such curve, though single readings can be large; an effect the other way counts as inactive or inconclusive. The list is partial; rates above refer to the full screens.

A first look:
SMILES | GLP-1R inv ag | GLP1R cytotox | TDP43 rescue | FUS yeast rescue | MmCpn inh | aSyn rescue | PTHR1 agonist | Abeta rescue | pAkt inh
Cc1cccc(OCC(=O)N2CCN(Cc3ccc4c(c3)OCO4)CC2)c1 | ? | -7% | -23% | -3% | 0% | 1% | -38%[inhibitor] | -6% | i
O=P1(Oc2ccccc2)OCCCS1 (stereo unspecified) | 5% | 6% | 6% | -15% | 0% | -5% | i | -4% | i
Cc1c(C=O)c2ccccc2n1Cc1ccc([N+](=O)[O-])cc1 | ? | 23% | 3% | . | -1% | 10% | -53%[inhibitor] | 24% | i
COc1cccc(NC2=NCCCS2)c1 | 2% | -3% | 8% | 0% | 1% | -4% | i | 7% | i

The whole of this part (from the top)
SMILES | GLP-1R inv ag | GLP1R cytotox | TDP43 rescue | FUS yeast rescue | MmCpn inh | aSyn rescue | PTHR1 agonist | Abeta rescue | pAkt inh
Cc1cccc(OCC(=O)N2CCN(Cc3ccc4c(c3)OCO4)CC2)c1 | ? | -7% | -23% | -3% | 0% | 1% | -38%[inhibitor] | -6% | i
O=P1(Oc2ccccc2)OCCCS1 (stereo unspecified) | 5% | 6% | 6% | -15% | 0% | -5% | i | -4% | i
Cc1c(C=O)c2ccccc2n1Cc1ccc([N+](=O)[O-])cc1 | ? | 23% | 3% | . | -1% | 10% | -53%[inhibitor] | 24% | i
COc1cccc(NC2=NCCCS2)c1 | 2% | -3% | 8% | 0% | 1% | -4% | i | 7% | i
Cn1c(O)c(C=Nc2ccccc2-c2ccccc2)c(=O)n(C)c1=O | 1% | -6% | -10% | 20% | 1% | -4% | i | 14% | i
O=c1c2ccccc2nc(-c2ccc(Cl)cc2Cl)n1-c1nccs1 | ? | -9% | 27% | . | -10% | 9% | -90%[inhibitor] | -35%[inhibitor] | i
O=c1[nH]c(=O)n(C2CCCCC2)c(O)c1C1NCCc2ccccc21 (stereo unspecified) | -2% | -6% | 17% | -6% | 2% | 3% | i | 14% | i
CCCN1CCO[C@@H]2c3cc(O)ccc3OC[C@H]21 | 15% | 1% | 3% | -27% | 0% | 1%&-4%&0% | -9% | -21% | i
COc1ccc(P2(=O)Nc3ccccc3N2)cc1 | 6% | 2% | 24% | 14% | -5% | -29% | -17% | 6% | i
COC(=O)c1cccc(Nc2cc(C)nc(-c3ccccc3O)n2)c1 | ? | ? | ? | . | ? | 9% | -10% | -13% | i
COc1ccccc1CNCC(O)Cn1c2ccccc2c2ccccc21 (stereo unspecified) | ? | ? | 14% | 34% | 0% | 2% | -7% | 2% | i
Cc1ccc(-n2c(C)cc(/C=C3/C(=O)NC(=O)N(Cc4ccco4)C3=O)c2C)cc1 | -7% | 0% | 6% | 34% | -1% | 9% | -19% | -7% | i
C=CCn1c(O)c(C(CC)=Nc2ccc(N(C)C)cc2)c(=O)[nH]c1=O | 17% | 9% | -5% | 31% | -4% | -2% | -36%[inhibitor] | -16% | i
FC(F)Sc1ccc(NC(=S)NCc2ccccc2)cc1 | ? | ? | ? | 12% | 1% | -30% | -24% | ? | i
CCC(c1nnnn1-c1ccc(OC)cc1)N1CCC(n2c(=O)[nH]c3ccccc32)CC1 (stereo unspecified) | 5% | -7% | 15% | 5% | . | -1% | -21% | -7% | i
O=C(COC(=O)Cc1ccccc1)NC(=O)NC1CCCCC1 | 11% | -7% | ? | 15% | ? | 5% | i | 28% | i
COC(=O)c1ccc(Nc2cc(C)nc3ccc(C)cc23)cc1 | 10µM* | ? | -3% | 16% | 1% | -7% | -34%[inhibitor] | -7% | i
CC1CN(O)C2CCc3nonc3C12O (stereo unspecified) | 1% | 10% | -16% | -1% | -1% | -5% | -7%[57.5 µM] | -11% | i
O=C(CCC(=O)N1C[C@H]2C[C@@H](C1)c1cccc(=O)n1C2)NCc1ccc(F)cc1 | 0% | 5% | 15% | -35% | 0% | 3% | i | -10% | i
O=C(CN1CCCCC1)c1ccccc1Cl | 0% | 19% | -3% | . | 2% | -5% | i | 9% | i

Arranged by molar mass (ascending): 3 of the compounds above.
SMILES | GLP-1R inv ag | GLP1R cytotox | TDP43 rescue | FUS yeast rescue | MmCpn inh | aSyn rescue | PTHR1 agonist | Abeta rescue | pAkt inh
CC1CN(O)C2CCc3nonc3C12O (stereo unspecified) | 1% | 10% | -16% | -1% | -1% | -5% | -7%[57.5 µM] | -11% | i
O=C(CN1CCCCC1)c1ccccc1Cl | 0% | 19% | -3% | . | 2% | -5% | i | 9% | i
FC(F)Sc1ccc(NC(=S)NCc2ccccc2)cc1 | ? | ? | ? | 12% | 1% | -30% | -24% | ? | i

Going on with the list.
SMILES | GLP-1R inv ag | GLP1R cytotox | TDP43 rescue | FUS yeast rescue | MmCpn inh | aSyn rescue | PTHR1 agonist | Abeta rescue | pAkt inh
COC(=O)C1=C(c2cccc(Cl)c2)C[C@@H]2CC[C@H]1N2C(=O)N1CCCC1 | ? | 13% | 4% | 4% | -2% | 2% | -1% | 3% | i
CN1CCN(C(=S)c2ccc([N+](=O)[O-])cc2)CC1 | 12% | -6% | -11% | . | 0% | 0% | -57%[inhibitor] | 18% | i
O=C(NC(c1ccc(F)cc1)c1ccc2ccccc2n1)C1CCN(CCOc2ccc(Cl)cc2)CC1 (stereo unspecified) | 6.3µM* | ? | 22% | 32% | . | -42%[inhibitor] | -14% | -4% | i
CCN1CCC2(CCNC2)C1 (stereo unspecified) | 1% | 3% | 9% | 7% | 0% | 2% | i | -3% | i
CCCCn1c(O)c(C(CC)=Nc2ccc(OCC)cc2)c(=O)[nH]c1=O | 0% | 1% | -5% | 14% | -11% | -12% | -38%[inhibitor][57.5 µM] | 3% | i
Cc1ccc(-n2c(O)c(C=Nc3ccccc3N)c(=O)[nH]c2=O)cc1C | 2% | -19% | 22% | 8% | -1% | -7% | i | 7% | i
O=P(C(Cl)Cl)(N1CCOCC1)N1CCOCC1 | 6% | -7% | -17% | -22% | -1% | 3% | -31%[inhibitor] | 2% | i
c1ccc(CCNC2CCCCCC2)cc1 | 26% | 29% | 3% | -4% | -1% | ? | -6% | -7% | i
C[C@@H]1CN([C@@H](C)CO)C(=O)CCCn2nncc2CO[C@H]1CN(C)C(=O)Oc1cccc2ccccc12 | 8% | -7% | 25% | 22% | . | -1% | -19% | 1% | i
CCCN1CCC[C@@H]2Cc3[nH]ncc3C[C@H]21 | 16% | 1% | -11% | -27% | . | 1%&1%&3% | -14% | 0% | i
COc1cccc(NC(=O)CSC2=Nc3ccccc3C3=NC(CCC(=O)NCc4ccco4)C(=O)N23)c1 (stereo unspecified) | -84% | 264%[activator] | 24% | 23% | . | . | -23% | -9% | .
CC(C)C[C@H]1C(=O)N2CCCC2[C@]2(O)O[C@](NC(=O)[C@@H]3C=C4c5cccc6[nH]cc(c56)CC4N(C)C3)(C(C)C)C(=O)N12 (stereo partly specified) | 24% | 4% | 20% | 30% | -6% | 10% | -54%[inhibitor] | -7% | i
CCOc1ccc(N2C(=O)NC(=O)/C(=C\c3ccccc3[N+](=O)[O-])C2=O)cc1 | 3% | 0% | 19% | 19% | 2% | 2% | -32%[inhibitor] | -3% | i
Cc1csc(N2CCc3ccccc32)n1 | 10% | -6% | ? | -4% | -3% | 4% | -7% | 8% | i
Cc1nc([N+](=O)[O-])c(Sc2nc3ccc([N+](=O)[O-])cc3[nH]2)n1Cc1ccccc1 | ? | ? | -20% | 11% | 0% | 8% | -32% | -7% | i
O=C(NCCSc1c(-c2ccccc2)[nH]c2ccccc12)c1ccc(S(=O)(=O)N2CCOCC2)cc1 | ? | 1% | 5% | 10% | . | . | -4% | -8% | .
Clc1ccc(C(Cl)(Cl)Cl)c(Cl)c1 | 5% | 0% | 0% | -49% | 4% | 8% | i | 1% | i
CN(C)CC1CSCCC1(O)c1ccc(C(F)(F)F)cc1 (stereo unspecified) | 12% | -1% | 7% | . | -1% | 0% | i | 9% | i
CCN(CC)CCn1c(=N)n(CCOc2ccccc2Cl)c2ccccc21 | ? | ? | 4% | 13% | . | . | i | -10% | .
O=c1[nH]c(=O)n(CCC2=CCCCC2)c(O)c1C=NCCN1CCNCC1 | 10% | 2% | 23% | . | 0% | 0% | i | 10% | i
Nc1c(C(=O)NCCN2CCOCC2)c2nc3ccccc3nc2n1Cc1ccccc1 | -10% | 44%[activator] | 0% | 2% | -2% | -1% | -5% | 3% | i
